Screening results as filed in PubChem.
TMEM16A inh: TMEM16A chloride channel inhibitors, primary screen, cell-based, HTS. Anoctamin-1 (Mus musculus), Q8BHY3. HEK293 TMEM16A/YFP iodide influx fluorescence, ionomycin. normalized B-score (activity score, 25-100; higher = stronger inhibition) at 10 µM. actives 1.2% (n = 310,000). AID 588511, 2011;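 active = ratio plate-corrected score three or more library SD toward inhibition, starting fluorescence score within five deviations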;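 note: score derived from kinetic fluorescence span divided by baseline fluorescence per well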
Target sequence (Q8BHY3 whole entry, looked up): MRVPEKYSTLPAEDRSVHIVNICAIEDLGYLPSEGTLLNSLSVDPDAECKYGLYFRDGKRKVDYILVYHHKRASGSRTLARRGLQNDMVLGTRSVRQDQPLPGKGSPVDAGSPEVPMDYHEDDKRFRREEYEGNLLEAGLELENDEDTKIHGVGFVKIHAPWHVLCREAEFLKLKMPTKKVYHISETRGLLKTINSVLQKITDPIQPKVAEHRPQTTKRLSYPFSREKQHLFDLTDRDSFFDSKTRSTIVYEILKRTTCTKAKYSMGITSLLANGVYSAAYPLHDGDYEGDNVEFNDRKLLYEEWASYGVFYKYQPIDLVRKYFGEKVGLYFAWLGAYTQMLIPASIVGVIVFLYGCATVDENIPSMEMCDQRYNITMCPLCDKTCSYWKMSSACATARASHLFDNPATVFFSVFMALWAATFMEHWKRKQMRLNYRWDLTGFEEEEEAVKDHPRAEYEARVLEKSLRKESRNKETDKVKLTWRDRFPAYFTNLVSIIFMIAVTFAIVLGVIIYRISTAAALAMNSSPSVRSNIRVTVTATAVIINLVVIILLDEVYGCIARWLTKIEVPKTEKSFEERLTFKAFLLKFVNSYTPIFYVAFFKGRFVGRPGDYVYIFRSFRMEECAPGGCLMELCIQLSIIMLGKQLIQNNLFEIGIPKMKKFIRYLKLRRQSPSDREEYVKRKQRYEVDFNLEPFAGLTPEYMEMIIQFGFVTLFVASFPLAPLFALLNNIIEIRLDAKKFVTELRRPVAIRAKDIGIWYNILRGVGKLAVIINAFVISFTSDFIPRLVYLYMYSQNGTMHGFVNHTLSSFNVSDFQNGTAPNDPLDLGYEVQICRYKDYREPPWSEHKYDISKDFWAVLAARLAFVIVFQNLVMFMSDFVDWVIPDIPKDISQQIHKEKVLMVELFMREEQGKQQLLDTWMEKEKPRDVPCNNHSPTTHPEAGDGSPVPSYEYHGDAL
hERG protect: hERG rescue from dofetilide block, primary screen, cell-based, CHO-hERG, FluxOR thallium flux, dofetilide IC70; dofetilide IC70 present; activation (rescue from dofetilide block), less the hit threshold, % at 10 µM; actives 0.51% (n = 310,000); AID 1511, 2009;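 active = activation above the mean of controls blocked by dofetilide plus 5 SD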;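 note: thallium influx through hERG after potassium depolarization seen as dye fluorescence rise; in these data hits start at about 4.7%; inactives centre near -7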
KCNQ1 block: inhibitors of human KCNQ1 channel, primary screen, cell-based, thallium flux, high-throughput; B-score at 10 µM; actives 1.3% (n = 310,000); AID 2642, 2010; CHO-K1 KCNQ1, FluxOR thallium flux fluorescence; hits give high values; Potassium voltage-gated channel subfamily KQT member 1 (Homo sapiens), P51787;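 active = compounds whose thallium flux B-score, printed positive for inhibition, exceeds three library SD while starting fluorescence stays within three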;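 note: channel opened by potassium depolarization with thallium stimulus after 20 min compound exposure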
KCNK3 inh: human KCNK3 channel inhibitors, primary screen, CHO cells, FluxOR thallium flux, B-score; B-score at 10 µM; actives 0.84% (n = 340,000); FluxOR fluorescence; hits give low values;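 active = B-score under library mean minus 4 SD, starting fluorescence ratio at most library mean plus 5 SD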;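 note: more negative B-score means stronger inhibition of thallium flux through KCNK3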
KCNK9 inh: KCNK9 potassium channel inhibitors, primary screen, HEK293 cells, thallium flux; Potassium channel subfamily K member 9 (Homo sapiens), Q9NPC2; FluxOR thallium flux fluorescence; hits give low values; B-score at 10 µM; actives 1.2% (n = 310,000);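 active = ratio B-score over 3 SD below the library mean, with starting fluorescence within 5 SD of its mean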;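 note: negative B-score means less thallium flux so channel inhibition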
HDAC3 inh: HDAC3 deacetylase inhibitors, primary screen, biochemical, fluorescence, cell-free homogeneous. recombinant HDAC3, fluorogenic peptide/trypsin coupled. actives 0.15% (n = 320,000). Histone deacetylase 3 (Homo sapiens), O15379. inhibition, % at 8.3 µM; in the data active = inhibition above about 26%, passing the limit was not always enough; inconclusive = no clear call, values can overlap the other calls
TRPC4 PAM: positive allosteric modulators of TRPC4, primary screen, cell-based, mouse TRPC4beta, HEK293 mu-opioid, Fluo-4 calcium | Short transient receptor potential channel 4 (Mus musculus), Q9QUQ5 | DAMGO EC20, Fluo-4 Ca2+ flux; hits give high values | actives 0.42% (n = 310,000) | B-score at 10 µM;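 active = B-score of calcium response area above 5 SD of library B-scores, with initial fluorescence ratio within 5 SD of library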;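 note: B-score of integrated fluorescence ratio over time as area under calcium response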
TRPC4 act: activators of mouse TRPC4 channel, primary screen, Fluo4 calcium, HEK293 TRPC4beta/mu-opioid cells; Short transient receptor potential channel 4 (Mus musculus), Q9QUQ5; Fluo4 calcium fluorescence; hits give high values; B-score at 10 µM; actives 0.49% (n = 310,000);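 active = B-score above 5 SD of library B-scores, and initial fluorescence ratio not above library mean plus 5 SD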;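 note: positive B-score marks a calcium rise read as TRPC4 activation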
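Material: TRPC4beta and mu-opioid receptor HEK293 stable cells | Incubation: 45 min room-temperature Fluo4 loading, 110 s read | Detection: Kinetic Fluo4 calcium fluorescence | Measure: Integrated baseline-normalised fluorescence ratio, converted to per-well B score | Benchmarks: Low control buffer alone, high control maximal DAMGO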
ANO1 activ: TMEM16A chloride channel activators or potentiators, primary screen, cell-based, HTS; Anoctamin-1 (Mus musculus), Q8BHY3; HEK293 TMEM16A/YFP-H148Q/I152L, iodide quench fluorescence; hits give low values; B-score at 10 µM; actives 0.3% (n = 340,000); AID 623877, 2012;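 active = fluorescence-ratio B-score plate-corrected deviation score at least 3 library SD below zero, with starting fluorescence score within 5 deviations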;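 note: channel opened by trigger with iodide after compound preincubation; score built on the fluorescence ratio of max minus min over baseline; more negative score means more quench and so TMEM16A activation or potentiation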
KCNQ1 act: potentiators or activators of KCNQ1 channel, primary screen, cell-based, thallium flux, high-throughput. AID 2648, 2010. CHO-K1 KCNQ1, thallium flux FluxOR fluorescence; hits give high values. actives 0.35% (n = 310,000). Potassium voltage-gated channel subfamily KQT member 1 (Homo sapiens), P51787. B-score at 10 µM;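 active = fluorescence ratio B-score, a plate-corrected score, at least three library SD, with initial intensity B-score within 5 SD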
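Medium – assay buffer, equal DMSO in all wells · Material – CHO-K1 cell line with stable KCNQ1 potassium channel expression · Signal – kinetic FluxOR thallium fluorescence, 10-s 1-Hz baseline, 110-s post-stimulus read · Compound – single concentration per compound, DMSO matched to controls · Schedule – 37 °C overnight plating, 90-min dark dye load, 20-min compound pretreatment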
Dyrk1A ADPGlo: rat Dyrk1A kinase inhibitors, primary screen, biochemical, single point, plate reader; actives 0.43% (n = 310,000); Dual specificity tyrosine-phosphorylation-regulated kinase 1A (Rattus norvegicus), Q63470; inhibition, % at 12.5 µM; ADP-Glo luminescence, NFATc1 peptide; AID 504441, 2011; in the data active = inhibition above about 50%;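 note: plate controls were vehicle with enzyme for no effect and no enzyme for full effect; many of its hits are not listed in these tables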
The depositor's hits bear a star; i = inactive; ? = inconclusive; · = not tested or not shown. The list is partial; the hit share may differ from the screen's.

# | SMILES | TMEM16A inh | hERG protect | KCNQ1 block | KCNK3 inh | KCNK9 inh | HDAC3 inh | TRPC4 PAM | TRPC4 act | ANO1 activ | KCNQ1 act | Dyrk1A ADPGlo
1 | CC1CCCN(CCC(=O)Nc2ccc(F)c(F)c2)C1 (stereo not drawn) | i | -16 | i | i | i | 1 | i | i | i | i | -7
2 | CCOC(=O)Cn1c(=NC(=O)c2sc3ccccc3c2Cl)sc2cc(S(N)(=O)=O)ccc21 | i | -10 | i | i | i | -16 | i | i | i | i | 4
3 | O=C(Nc1ccc(Oc2cccnc2)nc1)c1ccc(C(F)(F)F)cc1 | 25* | -11 | i | i | i | 8 | i | i | i | i | 4
4 | CC(=O)N(CCC(c1ccccc1)c1ccco1)Cc1cccs1 (stereo not drawn) | i | -15 | i | -10* | -12* | 1 | i | i | i | i | -5
5 | CC(C)(C)OC(=O)N[C@@H](CC(=O)OCc1ccccc1)C(=O)O | i | -5 | i | i | i | -3 | i | i | i | i | -3
6 | CCCn1c(=O)c2[nH]c(-c3ccc(S(=O)(=O)O)cc3)nc2n(CCC)c1=O | i | · | · | i | · | -179 | · | · | i | · | 1
7 | COc1ccc(CCN=C(N)NS(=O)(=O)c2ccc(C)c(C)c2)cc1OC | i | -9 | i | i | i | 4 | i | i | i | i | -3
8 | COc1ccc(CNc2cc(C)ccc2C)c(OC)c1OC | i | -7 | i | i | i | 7 | i | i | i | i | 0
9 | CCNc1nc(SCCOc2ccccc2)nc(N(C)C)n1 | i | -12 | i | i | i | 10 | i | i | i | i | 2
10 | COc1ccc(OC)c(NC(=O)CSc2nncc(=O)n2N)c1 | i | -3 | i | i | i | 0 | i | i | i | i | 9
11 | COc1cc(/C=N/NC(N)=O)c(Br)cc1OCC(=O)Nc1ccccc1C | i | -9 | i | i | i | -3 | i | i | i | i | -5
12 | O=C(N/N=C/c1ccco1)c1ccn[nH]1 | i | -1 | i | i | i | 4 | i | i | i | i | 10
13 | COc1cccc(N2CCN(C(=S)Nc3ccc(F)cc3)CC2)c1 | i | -2 | i | i | i | 2 | i | i | i | i | 13
14 | Cc1ccccc1-n1ncc2c1CC(C)(C)CC2NC(=O)CCC(F)(F)F (stereo not drawn) | i | -5 | i | i | i | ? | i | i | i | i | -3
15 | CCC(C)NC(=O)C1(C)CCC(=O)N1Cc1ccccc1OC (stereo not drawn) | i | -11 | i | i | i | -10 | i | i | i | i | -3
16 | O=c1[nH]c2cc3c(cc2cc1C(c1nnnn1C1CCCCC1)N1CCSCC1)OCCO3 (stereo not drawn) | i | · | · | i | · | 1 | · | · | i | · | 2
17 | O=C(CN(CC1CCCO1)C(=O)CNS(=O)(=O)c1ccc(F)cc1)NC1CCCC1 (stereo not drawn) | i | -3 | i | i | i | 1 | i | i | i | i | -2
18 | CC(C)(C)OC(=O)NCCNC(=O)c1cccs1 | i | -9 | i | i | i | 3 | i | i | i | i | -4
19 | O=C1Nc2ccc(Cl)cc2C12Nc1ccccc1-c1nnc(SCc3ccccc3F)nc1O2 (stereo not drawn) | i | -13 | i | i | i | -3 | i | i | i | i | -2
20 | COc1cc(NCc2ccccc2O)c2ncccc2c1 | · | -2 | i | i | i | · | i | i | i | i | 0

Compound profiles, from the list above. Screens in order: TMEM16A inh | hERG protect | KCNQ1 block | KCNK3 inh | KCNK9 inh | HDAC3 inh | TRPC4 PAM | TRPC4 act | ANO1 activ | KCNQ1 act | Dyrk1A ADPGlo
Profile of CC1CCCN(CCC(=O)Nc2ccc(F)c(F)c2)C1 (stereo not drawn) = i | -16 | i | i | i | 1 | i | i | i | i | -7
Profile of COc1ccc(CCN=C(N)NS(=O)(=O)c2ccc(C)c(C)c2)cc1OC = i | -9 | i | i | i | 4 | i | i | i | i | -3
Profile of COc1cc(/C=N/NC(N)=O)c(Br)cc1OCC(=O)Nc1ccccc1C = i | -9 | i | i | i | -3 | i | i | i | i | -5
Profile of COc1cccc(N2CCN(C(=S)Nc3ccc(F)cc3)CC2)c1 = i | -2 | i | i | i | 2 | i | i | i | i | 13
Profile of O=C(CN(CC1CCCO1)C(=O)CNS(=O)(=O)c1ccc(F)cc1)NC1CCCC1 (stereo not drawn) = i | -3 | i | i | i | 1 | i | i | i | i | -2

Next section
# | SMILES | TMEM16A inh | hERG protect | KCNQ1 block | KCNK3 inh | KCNK9 inh | HDAC3 inh | TRPC4 PAM | TRPC4 act | ANO1 activ | KCNQ1 act | Dyrk1A ADPGlo
21 | COc1ccc(-n2cc(CNC3CCC(O)CC3)c(-c3cccc(F)c3)n2)cc1 (stereo not drawn) | i | -13 | i | i | i | -36 | i | i | i | i | -3
22 | COc1ccc(CNS(=O)(=O)c2ccc(C)cc2)cc1 | i | -6 | i | i | i | 4 | i | i | i | i | 9
23 | O=C(CSc1nc(Nc2ccccc2)nc(N2CCOCC2)n1)NC1CCCCC1 | i | -6 | i | i | i | 1 | i | i | i | i | -5
24 | O=C(NCc1ccc2c(c1)OCO2)C(C(=O)c1ccccc1)n1cc(Cl)ccc1=O (stereo not drawn) | i | -5 | i | i | i | -1 | i | i | i | i | 4
25 | C=C(C)CN(CC)C(=O)CCc1nnc(CCCc2ccccc2)o1 | i | -6 | i | i | i | 5 | i | i | i | i | -2
26 | CC1=C(C(=O)Nc2ccccc2C(F)(F)F)C(c2sccc2C)NC(=S)N1 (stereo not drawn) | i | -6 | i | i | i | 5 | i | i | i | i | 3
27 | Cc1ccc(Nc2nnc(SCC(=O)NC3CCCc4ccccc43)s2)cc1 (stereo not drawn) | i | -3 | i | i | i | · | i | i | i | i | 2
28 | Cc1cc(C)n(CC(=O)NC2CCCN(Cc3ccc(Cl)cc3)C2)n1 (stereo not drawn) | i | -8 | i | i | i | -1 | i | 50* | i | i | -3
29 | CC(C)CC(=O)NCCc1ccncc1 | i | -10 | i | i | i | -1 | i | i | i | i | 1
30 | Cc1ccc(NC(=O)c2ccc(OC(=O)c3cc4ccccc4o3)cc2)cc1 | i | -1 | i | i | i | -2 | i | i | i | i | 3
31 | CC(C)(CO)NS(=O)(=O)c1ccc2c(c1)Cc1cc(S(=O)(=O)NC(C)(C)CO)ccc1-2 | i | -9 | i | i | i | 4 | i | i | i | i | 3
32 | O=C(c1cccc(N2CCCC2=O)c1)N1CCOCC1 | i | -7 | i | i | i | -1 | i | i | i | i | 3
33 | COc1ccc(/C=N/NC(=O)c2cccc(OC(F)(F)C(F)F)c2)c(OC)c1OC | i | -17 | i | i | i | 11 | i | i | i | i | -8
34 | O=C(C1=C[C@@H](c2csc3ccccc23)C[C@@H](OCc2ccc(CO)cc2)O1)N1CCOCC1 | i | -9 | i | i | i | 5 | i | i | i | i | 2
35 | COc1ccc(C(=O)NC2CC2)cc1OC1CCN(Cc2ccc(F)cc2F)CC1 | i | -6 | i | i | i | -1 | i | i | i | i | -2
36 | Cc1ccc(C(=O)N/N=C/c2ccc(S(=O)(=O)O)o2)c(Cl)c1 | i | · | · | i | · | 4 | · | · | i | · | -1
37 | CCOC(=O)C(C)n1cnc2sc3c(c2c1=O)CCC3 (stereo not drawn) | i | -4 | i | i | i | 1 | i | i | i | i | 6
38 | O=S(=O)(NCc1cccs1)c1ccccc1Cl | i | -14 | i | i | i | 1 | i | i | i | i | 2
39 | Cc1cc(=O)oc2c3c(cc(OCC(=O)NCCC(=O)N[C@@H](C)C(=O)O)c12)OC(C)(C)CC3 | i | -7 | i | i | i | -127 | i | i | i | i | 7
40 | O=C(Nc1ccccc1)N1CCCC(c2nc(-c3cccs3)no2)C1 (stereo not drawn) | i | -20 | i | i | i | 0 | i | 47* | i | i | 1

A few values from the entries so far.
CC(C)(CO)NS(=O)(=O)c1ccc2c(c1)Cc1cc(S(=O)(=O)NC(C)(C)CO)ccc1-2 – HDAC3 inh: 4
O=S(=O)(NCc1cccs1)c1ccccc1Cl – HDAC3 inh: 1

New compounds follow
# | SMILES | TMEM16A inh | hERG protect | KCNQ1 block | KCNK3 inh | KCNK9 inh | HDAC3 inh | TRPC4 PAM | TRPC4 act | ANO1 activ | KCNQ1 act | Dyrk1A ADPGlo
41 | Cc1cccc(N(CC(=O)NC(C)C)C(=O)CCC(=O)Nc2nccs2)c1 | i | -1 | i | i | i | 8 | i | i | i | i | -6
42 | O=C(Nc1ccc2c(c1)OCO2)c1noc2c1CCCCC2 | i | -6 | i | i | i | ? | i | i | i | i | -3
43 | NC(=O)CC(NC(=O)Cc1ccc(Cl)cc1)c1ccc(N2CCN(c3ccccn3)CC2)c([N+](=O)[O-])c1 (stereo not drawn) | i | -4 | i | i | i | 13 | i | i | i | i | -7
44 | CC(C)OP(=O)(OC(C)C)C1(O)C(=O)Nc2ccccc21 (stereo not drawn) | i | -5 | i | i | i | 4 | i | i | i | i | -3
45 | CCCn1c(SC2C(=O)CC(C)(C)CC2=O)nc2c1c(=O)n(C)c(=O)n2C | i | -6 | i | i | i | -1 | i | i | i | i | 0
46 | Cc1c(N/C=C/C(=O)c2ccc(Cl)cc2)c(=O)n(-c2ccccc2)n1C | i | -8 | i | i | i | -1 | i | i | i | i | 5
47 | CS(=O)(=O)N(Cc1ccccc1)c1ccc(C(=O)NCCSCc2ccco2)cc1 | i | -7 | i | i | i | 1 | i | i | i | i | 2
48 | Cc1ccccc1NC(=O)Cn1c(CCC(=O)O)ccc1-c1cccs1 | i | -8 | i | i | i | 0 | i | i | i | i | 4
49 | CCOc1ccc(OCC)c(NC(=O)CCCN2C(=O)c3cccnc3C2=O)c1 | i | 7.5* | i | i | i | 9 | i | i | i | i | -8
50 | Cc1cc(C)n(-c2ccc3nnc(C)n3n2)n1 | i | -8 | i | i | i | 0 | i | i | i | i | 2
51 | CN(C)CCCNC(=S)Nc1ccc(Oc2ccccc2)cc1 | i | -10 | i | i | i | -2 | i | i | i | i | 7
